Screens (PubChem BioAssay)
Giardia FBPA inh = inhibitors of Giardia lamblia fructose-1,6-bisphosphate aldolase. purified Giardia FBPA. 290,000 tested, 0.71% active. A8B2U2. Potency, µM (highest dose often 59.6 µM), inactives show at the highest dose activity, negative = inhibition, most hits filed as inhibitors. AID 2451; note: potency is the fitted concentration of half-maximal effect; nearly all actives have a fitted effect of over 55% in size
Target sequence (A8B2U2 whole entry, looked up): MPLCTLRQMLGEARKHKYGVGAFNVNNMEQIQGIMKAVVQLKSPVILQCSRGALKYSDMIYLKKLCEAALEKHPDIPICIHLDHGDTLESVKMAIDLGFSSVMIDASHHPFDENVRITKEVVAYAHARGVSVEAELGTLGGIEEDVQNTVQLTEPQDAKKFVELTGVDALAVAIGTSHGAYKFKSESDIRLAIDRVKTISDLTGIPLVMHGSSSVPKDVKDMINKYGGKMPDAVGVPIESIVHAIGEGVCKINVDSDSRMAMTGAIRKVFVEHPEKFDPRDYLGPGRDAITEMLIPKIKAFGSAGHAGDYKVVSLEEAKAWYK
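40 nM FBPA preincubated 10 min at RT with compound (up to 57.5 uM final), then substrate plus GAPDH/TPI/NAD/arsenate coupling and diaphorase/resazurin added. Fluorescence read after 20 min at RT, 525/598 nm.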
HCV inh = blocks hepatitis C virus. Huh7.5.1 HCVcc-Cre infection, luciferase reporter, 44 h. Potency, µM (doses to about 41.8 µM), for the others: at the top dose activity change, negative = inhibition, hits mostly inhibitors. 340,000 tested, 3.4% active. AID 651820; note: potency is the fitted concentration of half-maximal effect
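Compounds are dispensed onto cells plated 4 h earlier at 1,000 per well, with HCVcc-Cre virus (about 0.5 moi) added next. Following 44 h of culture, luminescent signal is measured for 15 sec after 15 min with substrate at room temperature.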
AmpC no deterg = AmpC beta-lactamase inhibition without detergent; AmpC nitrocefin hydrolysis, absorbance 480 nm, 0.0001% Triton; Potency, µM (highest dose often 57.1 µM), for inactives: at the top dose activity change, negative = inhibition, usual class: inhibitors; 330,000 tested, 0.52% active; AID 485341;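 note: potency is the fitted concentration of half-maximal effect; plate controls were no compound for no effect and no enzyme for full effect; nearly all actives have a fitted effect of over 20% in size; some results filed as inactive show a strong effect at the top dose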
Target sequence (P00811 whole entry, looked up): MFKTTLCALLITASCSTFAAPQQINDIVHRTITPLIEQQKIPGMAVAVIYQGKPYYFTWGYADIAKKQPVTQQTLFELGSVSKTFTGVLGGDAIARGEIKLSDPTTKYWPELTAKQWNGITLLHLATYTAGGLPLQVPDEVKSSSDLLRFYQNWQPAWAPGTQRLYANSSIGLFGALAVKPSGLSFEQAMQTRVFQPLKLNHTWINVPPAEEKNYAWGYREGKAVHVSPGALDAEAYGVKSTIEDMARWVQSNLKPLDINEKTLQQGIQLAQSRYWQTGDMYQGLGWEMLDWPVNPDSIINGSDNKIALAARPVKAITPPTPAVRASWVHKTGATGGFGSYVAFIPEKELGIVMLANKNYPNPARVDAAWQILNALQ
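AmpC (5.3 nM in the dispensed reagent) in 20 mM phosphate pH 7.0 with 0.01% (detergent screen) or 0.0001% Triton X-100 was preincubated with compounds for 15 min at room temperature. Nitrocefin was then added from an 800 uM solution, and hydrolysis was followed at 480 nm.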
AmpC detergent = AmpC beta-lactamase inhibition with detergent present | 370,000 tested, 0.041% active | AmpC hydrolysis of nitrocefin, absorbance 480 nm, 0.01% Triton | Potency, µM (doses to about 114 µM), without a hit: at the highest dose activity change, negative = inhibition, actives largely listed as inhibitors;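 note: potency is the fitted concentration of half-maximal effect; 0% = no-compound wells and -100% = no-enzyme wells; nearly all actives have a fitted effect of over 25% in size; some results filed as inactive show a strong effect at the top dose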
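20 mM phosphate pH 7.0 + 0.01% (detergent screen) or 0.0001% Triton X-100; 5.3 nM AmpC reagent; cpd preinc 15 min RT; nitrocefin (800 uM stock) to start; A480 q20 s × 4 min; Activity was normalised to no-enzyme and no-compound control wells.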
HCMV antiviral = blocks human cytomegalovirus replication; AID 1259415; 410,000 tested, 4.5% active; HFF cells, HCMV-luciferase reporter, 72 h; stronger effect = lower value; activity change, negative = inhibition, % at 57.5 µM; in the data active = activity change below about -60%; inconclusive = no clear call, values can overlap the other calls; inactive = above about -39%
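Steps: HFFs plated, 16 h 37C; compounds added; HCMV-luciferase added to MOI 1 PFU/cell; 72 h 37C; OneGlo reagent, 5 min room temperature; luminescence read, normalized to controls.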
Sm TGR inh = S. mansoni TGR enzyme inhibition; purified TGR, DTNB reduction, TNB absorbance 405 nm; Q962Y6; 360,000 tested, 3% active; Potency, µM (series often up to 114 µM), for inactives: at the top dose activity change, negative = inhibition, hits mostly inhibitors; AID 485364; note: potency is the fitted concentration of half-maximal effect; nearly all actives have a fitted effect of over 60% in size
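First, TGR (20 nM dispensed) and NADPH were mixed with compound. Second, a 15 min room-temperature incubation followed. Third, further NADPH and then DTNB were added to start the reaction. Finally, TNB absorbance was monitored kinetically.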
An asterisk follows results filed as active; & = joins results of further samples; [ ] = another dose, or the depositor's remark. Unless noted, calls come from the whole dose curve; as a rule, active = well fitted curve in the direction sought with a large enough effect; inconclusive = small, poorly fitted or top-dose-only effect, or another doubt; inactive = no such curve, though single readings can be large; an effect the other way counts as inactive or inconclusive. Unless noted, % is set by controls: 0 for no effect and ±100 for the full control effect.

`CC1=NN(C(C#N)c2ccc(F)cc2)C(C)(C)C1` (stereo unspecified) gave Giardia FBPA inh 1%, HCV inh 3%, AmpC no deterg -8%, AmpC detergent 9%, HCMV antiviral -30 and Sm TGR inh 1%.
For CCN(CC)CCNC(=O)c1ccc(-n2c(C)cc3c2CCCC3=O)cc1 the results were Giardia FBPA inh -21%, HCV inh 7%, AmpC no deterg -19%, AmpC detergent -2%, HCMV antiviral -18 and Sm TGR inh -8%.
`CCCOc1ccc(N2C(=O)CC(N3CCN(c4nc5ccccc5s4)CC3)C2=O)cc1` (stereo unspecified) gave Giardia FBPA inh inconclusive, HCV inh -6%, AmpC no deterg 41%, AmpC detergent -15%, HCMV antiviral 43 and Sm TGR inh 40µM*.
Screening COc1ccc(CNc2ccc(-c3ccccc3OC)nn2)cc1 returned Giardia FBPA inh 4%, HCV inh inconclusive, AmpC no deterg -13%, AmpC detergent -1%, HCMV antiviral 33 and Sm TGR inh -2%.
`O=C(N/N=C/c1cn(Cc2ccccc2)c2ccccc12)c1cccnc1` gave Giardia FBPA inh 0%, HCV inh inconclusive, AmpC no deterg -5%, AmpC detergent -14%, HCMV antiviral -27 and Sm TGR inh 1%.
For O=C(N/N=C/c1cc(Br)c(O)c(Br)c1)c1cccnc1 the results were Giardia FBPA inh -23%, HCV inh 26%, AmpC no deterg -4%, AmpC detergent 0%, HCMV antiviral -1 and Sm TGR inh 89µM*.
Screening COc1ccc(Nc2nc(Cl)nc(Nc3ccc(OC)cc3)n2)cc1 returned Giardia FBPA inh -1%, HCV inh inconclusive, AmpC no deterg -23%, AmpC detergent inconclusive, HCMV antiviral 4 and Sm TGR inh 2%.
`C/C=C/c1ccc(OCC(=O)N(CCOC)c2c(N)n(CCCC)c(=O)[nH]c2=O)c(OC)c1` gave HCV inh 14%, AmpC no deterg 62%[activator], AmpC detergent -9%, HCMV antiviral -23 and Sm TGR inh -6%.
`Cc1cc(NC(=O)CSc2nnc(COc3cccc(C)c3C)n2C)no1` gave Giardia FBPA inh 11%, HCV inh 12%, AmpC no deterg -19%, AmpC detergent -12%, HCMV antiviral -26 and Sm TGR inh 0%.
For COc1ccccc1S(=O)(=O)CC(O)COc1ccccc1Cl (stereo unspecified) the results were Giardia FBPA inh 1%, HCV inh 7%, AmpC no deterg -14%, AmpC detergent -3%, HCMV antiviral inconclusive and Sm TGR inh -24%.
`COc1ccc2cc(C(c3nnnn3Cc3ccc(F)cc3)N3CCCCCC3)c(=O)[nH]c2c1` (stereo unspecified) gave Giardia FBPA inh inconclusive, HCV inh 3%&-2%, AmpC no deterg 31%, AmpC detergent 0%, HCMV antiviral 19 and Sm TGR inh 16µM*.
Cc1ccc(SC(C)C(=O)Nc2ccccc2-c2ccccc2)cc1 (stereo unspecified) was read as Giardia FBPA inh -12%, HCV inh inconclusive, AmpC no deterg -12%, AmpC detergent inconclusive, HCMV antiviral inconclusive and Sm TGR inh 9%.
CCOC(=O)c1c(C)nn(-c2ccc(NC(=O)CSCC(=O)O)cc2)c1C was read as Giardia FBPA inh 15%, HCV inh 18%, AmpC no deterg -24%, AmpC detergent 7%, HCMV antiviral 18 and Sm TGR inh 8%.
Screening CCOc1cc(-c2nc3ccccn3c2NCC2CCCO2)ccc1O (stereo unspecified) returned Giardia FBPA inh -5%, HCV inh 1%&-11%, AmpC no deterg -7%, AmpC detergent inconclusive, HCMV antiviral 11 and Sm TGR inh -9%.
COc1ccccc1C(=O)NC(=O)COC(=O)c1cccc(NC(C)=O)c1 was read as HCV inh 9%, AmpC no deterg 2%, AmpC detergent 4%, HCMV antiviral 37 and Sm TGR inh -12%.
Screening COC(=O)NC1CCS(=O)(=O)C1 (stereo unspecified) returned Giardia FBPA inh 3%, HCV inh 3%, AmpC no deterg -13%, AmpC detergent -9%, HCMV antiviral -11 and Sm TGR inh 0%.
Screening Cn1c(COc2ccccc2)nnc1SCC(=O)NC1CCCC1 returned Giardia FBPA inh -14%, HCV inh 9%, AmpC no deterg 4%, AmpC detergent -7%, HCMV antiviral 12 and Sm TGR inh 1%.
`COc1ccc(CCNC(=O)COC(=O)c2ccc[nH]c2=O)cc1` gave Giardia FBPA inh 0%, HCV inh 9%, AmpC no deterg 1%, AmpC detergent 1%, HCMV antiviral 14 and Sm TGR inh -4%.
`COc1ccc(-c2csc3nc(-c4ccccc4F)oc(=O)c23)cc1` gave Giardia FBPA inh -1%, HCV inh 0%, AmpC no deterg -40%, AmpC detergent -3%, HCMV antiviral 9 and Sm TGR inh 8%.
For S=C1NC2(CCCC2)Nc2ccccc21 the results were Giardia FBPA inh inconclusive, HCV inh 4%, AmpC no deterg -17%, AmpC detergent 5%, HCMV antiviral 0 and Sm TGR inh 0%.
For O=C(CSc1nc2ccccc2c(=O)n1-c1ccccc1)N1CCc2ccccc21 the results were Giardia FBPA inh 2%, HCV inh 1%, AmpC no deterg -6%, AmpC detergent 1%, HCMV antiviral -2 and Sm TGR inh 3%.
Screening O=C(COC(=O)c1ccc(S(=O)(=O)N2CCCC2)cc1)Nc1cccnc1Cl returned Giardia FBPA inh 4%, HCV inh -5%, AmpC no deterg -6%, AmpC detergent -6%, HCMV antiviral -6 and Sm TGR inh -13%.
For Cn1c(CNS(=O)(=O)c2ccc(F)cc2)n[nH]c1=S the results were Giardia FBPA inh -22%, HCV inh 13%, AmpC no deterg -1%, AmpC detergent 2%, HCMV antiviral 5 and Sm TGR inh -28%.
For CS(=O)(=O)Nc1ccc(C2=NN(C(=O)c3ccco3)C(c3ccco3)C2)cc1 (stereo unspecified) the results were HCV inh -12%, AmpC no deterg -8%, AmpC detergent -4%, HCMV antiviral 0 and Sm TGR inh inconclusive.
For O=C(NNC(=O)c1cc2cc(Br)ccc2oc1=O)c1ccc(O)cc1 the results were Giardia FBPA inh 2%, HCV inh -3%, AmpC no deterg -31%, AmpC detergent 2% and HCMV antiviral -25.
Screening COc1ccc(CNC(=O)C(=O)NCC2OCCN2S(=O)(=O)c2ccc(OC)c(OC)c2)cc1 (stereo unspecified) returned HCV inh -21%, AmpC no deterg 110%[activator], AmpC detergent -4%, HCMV antiviral 35 and Sm TGR inh -10%.
O=C1CCN(CCc2ccccc2)CCN1[C@H](CO)c1ccccc1 was read as Giardia FBPA inh -4%, HCV inh 18%, AmpC no deterg 42%, AmpC detergent inconclusive, HCMV antiviral inconclusive and Sm TGR inh -20%.
Screening COc1cccc(NC(=O)N2CCN3CCCCC3C2)c1 (stereo unspecified) returned AmpC detergent 2%, HCMV antiviral 6 and Sm TGR inh 4%.
`COc1ccccc1CNC(=O)C1CC(c2ccccc2C(F)(F)F)=NO1` (stereo unspecified) gave Giardia FBPA inh 6%, HCV inh 14%, AmpC no deterg -5%, AmpC detergent -4%, HCMV antiviral -4 and Sm TGR inh 0%.
Screening COc1ccc(NC(=O)CSc2nc(-c3ccccc3)nc3cc(=O)[nH]n23)cc1 returned AmpC detergent -1%, HCMV antiviral -6 and Sm TGR inh 3%.

Looked up by compound from the entries so far, four records:
Screening O=C(COC(=O)c1ccc(S(=O)(=O)N2CCCC2)cc1)Nc1cccnc1Cl returned Giardia FBPA inh 4%, HCV inh -5%, AmpC no deterg -6%, AmpC detergent -6%, HCMV antiviral -6 and Sm TGR inh -13%.
`CC1=NN(C(C#N)c2ccc(F)cc2)C(C)(C)C1` (stereo unspecified) gave Giardia FBPA inh 1%, HCV inh 3%, AmpC no deterg -8%, AmpC detergent 9%, HCMV antiviral -30 and Sm TGR inh 1%.
For CCN(CC)CCNC(=O)c1ccc(-n2c(C)cc3c2CCCC3=O)cc1 the results were Giardia FBPA inh -21%, HCV inh 7%, AmpC no deterg -19%, AmpC detergent -2%, HCMV antiviral -18 and Sm TGR inh -8%.
For O=C(NNC(=O)c1cc2cc(Br)ccc2oc1=O)c1ccc(O)cc1 the results were Giardia FBPA inh 2%, HCV inh -3%, AmpC no deterg -31%, AmpC detergent 2% and HCMV antiviral -25.

Additional structures
For CCOc1ccc(C(=O)c2cccs2)cc1 the results were Giardia FBPA inh 0%, HCV inh -11%, AmpC no deterg -9%, AmpC detergent -15%, HCMV antiviral 1 and Sm TGR inh -10%.
Screening CCCS(=O)(=O)N1CCCC(C(=O)NCCCOC)C1 (stereo unspecified) returned AmpC detergent 8%, HCMV antiviral 22 and Sm TGR inh 0%.
Screening C=CCn1c(SC(C)C(=O)NCCC2=CCCCC2)nc2ccccc2c1=O (stereo unspecified) returned Giardia FBPA inh 7%, HCV inh inconclusive, AmpC no deterg 58%, AmpC detergent 4%, HCMV antiviral inconclusive and Sm TGR inh 4%.
`Cc1sc2ncn(CC(=O)Nc3ccc(C(F)(F)F)cc3)c(=O)c2c1S(=O)(=O)N1CCN(C)CC1` gave AmpC detergent -4%, HCMV antiviral 1 and Sm TGR inh -3%.
`Cc1noc(C)c1C(=O)NC(C)C1CCCO1` (stereo unspecified) gave Giardia FBPA inh 0%, HCV inh inconclusive, AmpC no deterg -20%, AmpC detergent -8%, HCMV antiviral 8 and Sm TGR inh 0%.
For CCCCN(CCCC)CCNC(=O)Cc1nc2c(c(=O)[nH]c(=O)n2C)n1C the results were Giardia FBPA inh 7%, HCV inh 20%, AmpC no deterg -22%, AmpC detergent -2% and Sm TGR inh -1%.
`CC(=O)c1ccc(NC(=O)Cn2c3ncccc3c(=O)n2-c2ccc(C)cc2)cc1` gave AmpC detergent 3%, HCMV antiviral -19 and Sm TGR inh -4%.
CC1=C(c2ccc(F)cc2)S(=O)(=O)NC1=NCc1ccccc1Cl was read as AmpC detergent -12%, HCMV antiviral 0 and Sm TGR inh -2%.
`O=C(NC1CCCC1)c1ccc2c(c1)N(Cc1ccccc1F)C(=O)c1ccccc1S2` gave AmpC detergent 6%, HCMV antiviral inconclusive and Sm TGR inh 11%.
CCOC(=O)c1cnn(CCOC(=O)c2cccc(F)c2)c1NC(=O)c1cccc(F)c1 was read as Giardia FBPA inh -1%, HCV inh 28%, AmpC no deterg -11%, AmpC detergent 9%, HCMV antiviral 19 and Sm TGR inh -4%.
For Cc1cccc(NC(=O)N2CC(=O)Nc3sc4c(c3C2c2ccccc2)CCCC4)c1C (stereo unspecified) the results were AmpC detergent -2%, HCMV antiviral -30 and Sm TGR inh 3%.
CCOC(=O)N1CCN(C(=O)c2n[nH]c(=O)c3ccccc23)CC1 was read as Giardia FBPA inh -2%, HCV inh 13%, AmpC no deterg -2%, AmpC detergent -9%, HCMV antiviral 0 and Sm TGR inh 11%.
For O=C(COC(=O)c1cc(S(=O)(=O)N2CCCC2)ccc1O)Nc1ccc(SC(F)F)cc1 the results were HCV inh 31%[activator], AmpC no deterg inconclusive, AmpC detergent -14%, HCMV antiviral 52 and Sm TGR inh -7%.
For Cc1cc(OCCN2CC2)c2ccccc2n1 the results were Giardia FBPA inh 1%, AmpC no deterg 31%, AmpC detergent -5% and Sm TGR inh -14%.
`COc1ccc(N(CC(=O)NCCC2=CCCCC2)S(=O)(=O)c2ccccc2)cc1` gave Giardia FBPA inh -3%, HCV inh inconclusive, AmpC no deterg 2%, AmpC detergent 2%, HCMV antiviral inconclusive and Sm TGR inh -16%.
